Source: PubChem BioAssay (Southern Research Specialized Biocontainment Screening Center)
influenza NS1A: H1N1 influenza NS1A inhibitors, functional cell based assay (AID 504329) | 340,000 compounds, 0.3% hits | inhibition, % at 12.5 µM, or IC50 in µM where a hit was titrated | NS1A functional cell-based assay, percent inhibition; higher % means a stronger effect; in the data active = a potency from the dose series; inconclusive = inhibition above about 27% without an active follow-up result; note: strong numbers were not always called active
M. tuberculosis HTS: M. tuberculosis growth inhibition, HTS (AID 449762); M. tuberculosis H37Rv growth inhibition, 7H9 media; higher % means a stronger effect; inhibition, % at 25 µM, or IC50 in µM where a hit was titrated; 330,000 compounds, 0.59% hits; in the data active = a potency from the dose series; inconclusive = inhibition above about 70% without an active follow-up result;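 note: bacterial growth assessed after seven days of incubation; strong numbers were not always called active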
Salmonella PhoP GFP: Inhibition of PhoP regulon, Salmonella typhi GFP reporter cells, confirmation, 4 h (AID 1850); Salmonella Typhi PhoP-promoter GFP reporter, fluorescence, 4 h; higher % means a stronger effect; inhibition, % at 50 µM; hits with a dose series show IC50 in µM; 310,000 compounds, 0.33% hits; in the data active = a potency from the dose series; inconclusive = inhibition mostly from about 25% at the one dose, without a potency; inactive = the rest, 99 in 100 with inhibition below about 19%;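 note: 0% = induced wells with vehicle and 100% = uninduced wells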
VEEV TC-83 Vero: inhibitors of VEEV TC-83 cytopathic effect, confirmation, Vero cells (AID 588727) | 350,000 compounds, 0.13% hits | Vero cells, VEEV TC-83 cytopathic effect inhibition; higher % means a stronger effect | one-dose inhibition, % at 20 µM; IC50 in µM for titrated hits; in the data active = a potency from the dose series; inconclusive = inhibition mostly from about 14% at the one dose, without a potency; inactive = the rest, 99 in 100 with inhibition below about 12%; note: strong numbers were not always called active
tuberculosis growth: growth inhibition of non-replicating M. tuberculosis (AID 488890). 320,000 compounds, 0.39% hits. one-dose inhibition, % at 25 µM; IC50 in µM for titrated hits. Mycobacterium tuberculosis non-replicating, growth inhibition; higher % means a stronger effect; in the data active = a potency from the dose series; inconclusive = inhibition mostly from about 82% at the one dose, without a potency; inactive = the rest, 99 in 100 with inhibition below about 76%;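 note: plate controls were DMSO cells for no effect and high antibiotic wells for full effect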
VEEV TC-83 Vero 10K pilot screen: further read-out of VEEV TC-83 Vero, marked with its call; inhibition, %; measured here: 10K pilot screen inhibition
Active calls of the source: *.

CCN(CC)CCNC(=O)Cn1nc(Cc2ccncc2)c2ccccc2c1=O was read as influenza NS1A -23%, M. tuberculosis HTS -5%, Salmonella PhoP GFP 2%, VEEV TC-83 Vero inactive and tuberculosis growth -12%.
`O=C(Nc1nccs1)C1CC(=O)N(CCc2ccccc2)C1` (centres undefined) gave influenza NS1A -6% and VEEV TC-83 Vero 0.9%.
For Cc1oc(-c2ccccc2)nc1C(=O)N1CCN(c2ccc(F)cc2)CC1 the results were influenza NS1A 2%, M. tuberculosis HTS -5%, Salmonella PhoP GFP 4%, VEEV TC-83 Vero 0.8% and tuberculosis growth 27%.
For c1ccc2sc(SCSc3nc4ccccc4s3)nc2c1 the results were influenza NS1A -4%, M. tuberculosis HTS -2%, Salmonella PhoP GFP -4%, VEEV TC-83 Vero 0.5% and tuberculosis growth 59%.
Screening COc1cc(/C=N/NC(=O)c2ccncc2)ccc1OCC(=O)Nc1cccc([N+](=O)[O-])c1 returned influenza NS1A -26%, M. tuberculosis HTS inconclusive, Salmonella PhoP GFP 7%, VEEV TC-83 Vero inactive and tuberculosis growth 36%.
`Cc1cc(C)cc(NC(=S)N(CCN(C)C)Cc2cccs2)c1` gave influenza NS1A -3%, M. tuberculosis HTS 8%, Salmonella PhoP GFP 2%, VEEV TC-83 Vero 4.4% and tuberculosis growth 13%.
Screening CCSc1ncc(C#N)c(=O)[nH]1 returned influenza NS1A 4%, M. tuberculosis HTS 2%, Salmonella PhoP GFP 10%, VEEV TC-83 Vero 2.6% and tuberculosis growth 0%.
For Cn1nnnc1NCc1ccccc1F the results were influenza NS1A -5%, M. tuberculosis HTS 3%, Salmonella PhoP GFP 4%, VEEV TC-83 Vero 1.5% and tuberculosis growth -14%.
For CC(OC(=O)c1nn(C)c(=O)c2ccccc12)C(=O)NCc1ccc2c(c1)OCO2 (centres undefined) the results were influenza NS1A -2%, M. tuberculosis HTS -1%, Salmonella PhoP GFP 3%, VEEV TC-83 Vero 6.0% and tuberculosis growth -7%.
Screening Cc1[nH]c2ccccc2c1-c1ccc(Cl)nn1 returned influenza NS1A -2%, M. tuberculosis HTS 3%, Salmonella PhoP GFP 11%, VEEV TC-83 Vero 1.0% and tuberculosis growth 12%.
`CCN1CCN(C(=O)Cn2nc(C)c3sc4ccccc4c3c2=O)CC1` gave influenza NS1A 3%, M. tuberculosis HTS 0%, Salmonella PhoP GFP 3%, VEEV TC-83 Vero inactive and tuberculosis growth -7%.
`O=C(c1cccc(F)c1)N1CCCC(C(=O)N2CCCCCC2)C1` (centres undefined) gave influenza NS1A -21%, M. tuberculosis HTS -1%, Salmonella PhoP GFP -13%, VEEV TC-83 Vero inactive and tuberculosis growth -4%.
`COc1ccc(OC)c(C(=O)c2coc3ccc(O)c(CN(C)C)c23)c1` gave influenza NS1A -4%, M. tuberculosis HTS -4%, Salmonella PhoP GFP -1%, VEEV TC-83 Vero 0.0% and tuberculosis growth 29%.
Screening O=[N+]([O-])c1cccnc1Sc1ccc(Cl)cc1 returned influenza NS1A 9%, M. tuberculosis HTS 7%, Salmonella PhoP GFP 4%, VEEV TC-83 Vero 0.8% and tuberculosis growth 18%.
Fc1ccccc1NC(=S)NC1CCCC1 was read as influenza NS1A -4%, M. tuberculosis HTS 1%, Salmonella PhoP GFP -4%, VEEV TC-83 Vero 0.2% and tuberculosis growth 62%.
Screening COc1cc(NC(=O)Cn2c(=O)n(-c3cccc(C)c3)c(=O)c3c(C)c(C)sc32)cc(OC)c1 returned influenza NS1A 7%, M. tuberculosis HTS 3%, Salmonella PhoP GFP -24%, VEEV TC-83 Vero 1.0% and tuberculosis growth -8%.
Screening O=C(O)COc1ccccc1/C=C1\SC(=S)N(/N=C/c2ccccc2O)C1=O returned influenza NS1A 3%, M. tuberculosis HTS -2%, Salmonella PhoP GFP 3%, VEEV TC-83 Vero inactive and tuberculosis growth -23%.
For Cc1ccc(C2=CSC3=NCCN23)c(C)c1 the results were influenza NS1A -2%, M. tuberculosis HTS -7%, Salmonella PhoP GFP 2%, VEEV TC-83 Vero 1.3% and tuberculosis growth 1%.
CCCn1c(NCc2c[nH]c3ccccc23)nc2ccccc21 was read as influenza NS1A 4%, M. tuberculosis HTS 26%, Salmonella PhoP GFP 1%, VEEV TC-83 Vero 4.7% and tuberculosis growth 9%.
For Cc1nonc1OCCNCCNc1ccccc1[N+](=O)[O-] the results were influenza NS1A 8%, M. tuberculosis HTS 6%, Salmonella PhoP GFP 0%, VEEV TC-83 Vero 0.2% and tuberculosis growth 0%.

Looked up by compound from above, 4 records:
`CCN1CCN(C(=O)Cn2nc(C)c3sc4ccccc4c3c2=O)CC1` gave influenza NS1A 3%, M. tuberculosis HTS 0%, Salmonella PhoP GFP 3%, VEEV TC-83 Vero inactive and tuberculosis growth -7%.
Fc1ccccc1NC(=S)NC1CCCC1 was read as influenza NS1A -4%, M. tuberculosis HTS 1%, Salmonella PhoP GFP -4%, VEEV TC-83 Vero 0.2% and tuberculosis growth 62%.
Screening COc1cc(NC(=O)Cn2c(=O)n(-c3cccc(C)c3)c(=O)c3c(C)c(C)sc32)cc(OC)c1 returned influenza NS1A 7%, M. tuberculosis HTS 3%, Salmonella PhoP GFP -24%, VEEV TC-83 Vero 1.0% and tuberculosis growth -8%.
`O=C(c1cccc(F)c1)N1CCCC(C(=O)N2CCCCCC2)C1` (centres undefined) gave influenza NS1A -21%, M. tuberculosis HTS -1%, Salmonella PhoP GFP -13%, VEEV TC-83 Vero inactive and tuberculosis growth -4%.

Further records.
CCC(OC(=O)c1nsc(Cl)c1Cl)C(=O)NCc1ccco1 (centres undefined) was read as influenza NS1A 1%, M. tuberculosis HTS -4%, Salmonella PhoP GFP -1%, VEEV TC-83 Vero 1.3% and tuberculosis growth 37%.
Screening CCC(=O)NC(O)C(=O)c1ccc(C)cc1 (centres undefined) returned influenza NS1A 2%, M. tuberculosis HTS 3%, Salmonella PhoP GFP 8%, VEEV TC-83 Vero inactive and tuberculosis growth -11%.
`Cc1ccc(C(=O)NC(C)c2ccncc2)o1` (centres undefined) gave influenza NS1A -9%, M. tuberculosis HTS -1%, Salmonella PhoP GFP -3%, VEEV TC-83 Vero 3.1% and tuberculosis growth -14%.
COc1ccc(CCN2CC(C(=O)NCc3nc4ccccc4n3C)CCC2=O)cc1 (centres undefined) was read as influenza NS1A 3%, M. tuberculosis HTS -5%, Salmonella PhoP GFP -4%, VEEV TC-83 Vero 0.7% and tuberculosis growth 19%.
Screening O=C(CCN1CCOCC1)N/N=C/c1cc(Br)cc(Br)c1O returned influenza NS1A 16%, M. tuberculosis HTS -6%, Salmonella PhoP GFP 31µM*, VEEV TC-83 Vero 3.6% and tuberculosis growth 2%.
For CC(=O)OCC(=O)C12OC(C)(C)OC1CC1C3CC=C4CC(O)CCC4(C)C3CCC12C (centres undefined) the results were influenza NS1A -6% and VEEV TC-83 Vero 2.4%.
COC(=O)c1ccc(S(=O)(=O)c2ccc([N+](=O)[O-])cc2)cc1 was read as influenza NS1A -2%, M. tuberculosis HTS 23%, Salmonella PhoP GFP 4%, VEEV TC-83 Vero inactive and tuberculosis growth 63%.
`O=C(O)c1cc2ncc(CCO)cn2n1` gave influenza NS1A 6%, M. tuberculosis HTS 3%, Salmonella PhoP GFP -6%, VEEV TC-83 Vero 0.6% and tuberculosis growth 7%.
O=C(CN1CCN(S(=O)(=O)c2ccc(Cl)cc2)CC1)NC(=O)NC1CCCCC1 was read as influenza NS1A -3%, M. tuberculosis HTS 2%, Salmonella PhoP GFP -6%, VEEV TC-83 Vero 3.3% and tuberculosis growth 24%.
`O=C(COC(=O)C1CC1)Nc1ccc(Cl)cc1Cl` gave influenza NS1A -2%, M. tuberculosis HTS 18%, VEEV TC-83 Vero inactive and tuberculosis growth 30%.
`O=C(COc1ccccc1F)Nc1ccc2c(c1)OCCO2` gave influenza NS1A 7%, M. tuberculosis HTS 6%, Salmonella PhoP GFP 2% and VEEV TC-83 Vero 0.2%.
Screening CCCOc1ccc(/C=N/NC(=O)C2CC2)c(OCCC)c1 returned influenza NS1A -3%, M. tuberculosis HTS -1%, Salmonella PhoP GFP 3%, VEEV TC-83 Vero 0.1% and tuberculosis growth 6%.
`O=C(N/N=C/c1cccc(Oc2ccccc2)c1)c1cc[n+]([O-])cc1` gave influenza NS1A 4%, M. tuberculosis HTS 65%, Salmonella PhoP GFP -1%, VEEV TC-83 Vero 0.8%, tuberculosis growth 71% and VEEV TC-83 Vero 10K pilot screen 0.9.
`COc1ccc(-c2csc(NC(=S)NC(=O)c3ccco3)n2)cc1` gave influenza NS1A -9%, M. tuberculosis HTS 10%, Salmonella PhoP GFP -8%, VEEV TC-83 Vero inactive and tuberculosis growth -2%.
`CCc1cc(=O)oc2cc(OCC(=O)N3CC[C@@]4(O)CCCC[C@H]4C3)ccc12` gave influenza NS1A 12%, M. tuberculosis HTS -6%, Salmonella PhoP GFP 9%, VEEV TC-83 Vero 0.6% and tuberculosis growth -1%.
Screening CN(Cc1ccccc1)C(=O)c1nc2ccccn2c1CN1CCc2sccc2C1 returned influenza NS1A -1%, M. tuberculosis HTS 5%, Salmonella PhoP GFP -5%, VEEV TC-83 Vero 9.2% and tuberculosis growth 32%.
O=C(C1=C[C@@H](c2coc3ccccc3c2=O)C[C@@H](OCc2ccc(CO)cc2)O1)N1CCOCC1 was read as influenza NS1A 1%, M. tuberculosis HTS -2%, Salmonella PhoP GFP 12%, VEEV TC-83 Vero 2.3% and tuberculosis growth 1%.
`Cc1ccc(S(=O)(=O)N2CCN(C(=O)C3CCCO3)CC2)cc1C` (centres undefined) gave influenza NS1A -8%, M. tuberculosis HTS -4%, Salmonella PhoP GFP -10%, VEEV TC-83 Vero 2.0% and tuberculosis growth -5%.
Screening COc1ccc(-c2ccnc3nc(Sc4ncc(C(F)(F)F)cc4Cl)nn23)cc1 returned influenza NS1A -12%, M. tuberculosis HTS -9%, Salmonella PhoP GFP 3%, VEEV TC-83 Vero inactive and tuberculosis growth 39%.
For CC(=O)Nc1sc(C)c(C)c1C(=O)OCC(=O)Nc1ccccc1 the results were influenza NS1A -10%, M. tuberculosis HTS 4%, VEEV TC-83 Vero 8.8% and tuberculosis growth 6%.
CC(=O)Nc1ccc(S(=O)(=O)N2CCN(c3nc4ccccc4n3CC(C)C)CC2)cc1 was read as influenza NS1A 3%, M. tuberculosis HTS 9%, Salmonella PhoP GFP 4%, VEEV TC-83 Vero inactive and tuberculosis growth 43%.
Screening CCOC(=O)/C=C(\C)N1N=C(c2ccccc2)CC1c1ccccc1 (centres undefined) returned influenza NS1A 2%, M. tuberculosis HTS -1%, Salmonella PhoP GFP 6%, VEEV TC-83 Vero 2.4% and tuberculosis growth 75%.
`CCOC(=O)C1CCCN(C(=O)c2ccc(S(=O)(=O)Nc3ccccc3OC)cc2)C1` (centres undefined) gave influenza NS1A -8%, M. tuberculosis HTS -15%, VEEV TC-83 Vero 0.1% and tuberculosis growth -10%.
COc1cccc(OCc2nnc(-c3cccs3)o2)c1 was read as influenza NS1A -5%, M. tuberculosis HTS inconclusive, Salmonella PhoP GFP 3%, VEEV TC-83 Vero inactive and tuberculosis growth 1.6µM*.
For O=C(Nc1sc2c(c1C(=O)O)CCC2)c1ccccc1F the results were influenza NS1A -1%, M. tuberculosis HTS 4%, Salmonella PhoP GFP 5%, VEEV TC-83 Vero 0.9% and tuberculosis growth 59%.
CC1CCN(C(=O)c2cc3ccccc3cc2O)CC1 was read as influenza NS1A -9%, M. tuberculosis HTS -13%, Salmonella PhoP GFP 2%, VEEV TC-83 Vero 6.1% and tuberculosis growth 62%.
`COc1ccc(NC(=O)O/N=C/c2ccccc2Cl)cc1` gave influenza NS1A -6%, M. tuberculosis HTS 55%, Salmonella PhoP GFP -6%, VEEV TC-83 Vero inactive and tuberculosis growth 8%.
Screening Cc1ccc(-c2csc(Nc3ccc(C(=O)O)cc3)[n+]2Cc2ccccc2)cc1 returned influenza NS1A -2%, M. tuberculosis HTS 9%, Salmonella PhoP GFP -14%, VEEV TC-83 Vero inactive and tuberculosis growth 9%.
Screening Cc1nnsc1C(=O)Nc1ccc(Cl)cc1 returned influenza NS1A -7%, M. tuberculosis HTS 3%, Salmonella PhoP GFP 15% and VEEV TC-83 Vero 0.3%.
`CC(C)(C)OC(=O)N1O[C@H]2C[C@@H]1[C@@H]1[C@@H]2N=NN1C12CC3CC(CC(C3)C1)C2` gave influenza NS1A 12% and VEEV TC-83 Vero 1.7%.
Screening Cc1occc1C(=O)N/N=C/c1ccccc1[N+](=O)[O-] returned influenza NS1A -19%, M. tuberculosis HTS 6%, Salmonella PhoP GFP -4%, VEEV TC-83 Vero 3.4% and tuberculosis growth 12%.
